DDE Tn6 FP inh – disrupts Tn6 cyclic peptide binding to fibrin D-Dimer-E complex; P02675; Fibrin DD(E) TRITC-Tn6 fluorescence polarization displacement; inhibition, % at 8.3 µM; hit rate 0.21% among 370,000;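 active = inhibition above a per-campaign cutoff: mean of compounds within control limits plus 3 SD, cut at about 15% in these data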;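 note: 0% = median of all compound wells on the plate and 100% = blocking peptide control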
ARFGAP1 inh – inhibits rat ARF GTPase activating protein 1; AID 651572; inhibition, % at 16.5 µM; hit rate 0.26% among 360,000; Q62848; Arfgap1-stimulated ARF1 GTP hydrolysis, GDP FP detection;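 active = inhibition above a per-plate limit, mean inhibition of low control wells plus 3 SD, cut at about 25% in these data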;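 note: 0% = DMSO wells with enzyme and 100% = wells lacking Arfgap1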
Target sequence (Q62848 1-136 limits assumed): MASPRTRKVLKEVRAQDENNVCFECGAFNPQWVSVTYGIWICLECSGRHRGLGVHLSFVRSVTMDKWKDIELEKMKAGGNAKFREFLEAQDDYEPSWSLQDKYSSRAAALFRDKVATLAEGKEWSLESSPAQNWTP
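Material: truncated rat Arfgap1 GAP domain; Incubation: compound-enzyme preincubation 20 min, reaction 120 min, detection 60 min, 25 °C; Read-out: percent inhibition of Arfgap1-stimulated GTP hydrolysis; Technique: FP, GDP Alexa 633 tracer displaced from anti-GDP antibody, 620/688 nm; Controls: No-Arfgap1 wells (100%) versus DMSO full-reaction wells (0%); Replication: single well per compound.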
PLC-gamma1 inh – inhibitors of human phospholipase C gamma1; inhibition, % at 12.2 µM; purified PLC-gamma1, fluorogenic substrate, fluorescence; hit rate 0.84% among 370,000; P19174; in the data active = inhibition above about 9.5%
NR1D1 modulator – Rev-erb alpha (human) modulation | Rev-erbα–FITC-DNA binding, fluorescence polarization, 90 min | AID 1259318 | activity, % at 10 µM | hit rate 0.79% among 370,000;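 active = activity above about 14%, limit read from the data; passing the limit was not always enough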;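 note: 0% = DMSO wells with 35 nM protein and 100% = DMSO wells with 750 nM protein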
Target sequence (P20393 whole entry, looked up): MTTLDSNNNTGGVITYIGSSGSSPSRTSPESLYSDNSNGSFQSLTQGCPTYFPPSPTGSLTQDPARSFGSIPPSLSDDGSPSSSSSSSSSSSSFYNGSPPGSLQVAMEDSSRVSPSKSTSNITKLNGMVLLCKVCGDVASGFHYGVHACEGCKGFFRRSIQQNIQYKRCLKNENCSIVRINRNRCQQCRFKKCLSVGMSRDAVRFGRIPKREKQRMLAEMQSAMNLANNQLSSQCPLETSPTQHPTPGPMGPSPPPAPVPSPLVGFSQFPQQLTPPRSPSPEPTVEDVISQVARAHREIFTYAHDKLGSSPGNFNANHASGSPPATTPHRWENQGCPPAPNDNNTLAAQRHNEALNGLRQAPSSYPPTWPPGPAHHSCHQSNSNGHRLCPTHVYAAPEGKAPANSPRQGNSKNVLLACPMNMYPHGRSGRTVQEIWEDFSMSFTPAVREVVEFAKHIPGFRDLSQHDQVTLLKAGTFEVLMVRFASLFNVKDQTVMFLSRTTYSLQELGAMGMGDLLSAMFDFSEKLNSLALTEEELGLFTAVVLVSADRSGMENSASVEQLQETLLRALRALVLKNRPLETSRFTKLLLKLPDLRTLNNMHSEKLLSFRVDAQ
DDE Tn7 FP inh – disrupts Tn7 cyclic peptide binding to fibrin D-Dimer-E complex; P02675; FP displacement of FITC-Tn7 peptide from fibrin DD(E); 0% = median of compound wells per plate; inhibition, % at 8.3 µM; hit rate 0.13% among 370,000; AID 720508;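 active = inhibition above the mean of compounds falling within the control limits plus 3 SD of them, cut at about 14% in these data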;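 note: 0% = plate median of compound wells and 100% = 10 µM Aha-Tn7 peptide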
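Assay system: human fibrin DD(E) protein / Input: 2 µM fibrin DD(E) / Benchmarks: high control of 10 µM Aha-Tn7 peptide / Measured by: fluorescence polarization of the labelled Tn7 tracer / Medium: Tris buffer with calcium and detergent, pH 7.8 / Timing: 10 min compound pre-incubation, 3 h probe incubation at room temperature / Repeats: one replicate per compound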
UHRF1 binding – UHRF1 methyl-DNA binding inhibition | Q96T88 | UHRF1 binding to methylated oligo, TR-FRET | inhibition, % at 4.4 µM | hit rate 0.75% among 370,000; in the data active = inhibition above about 21%;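 note: UHRF1 SRA domain binding a hemimethylated CpG hairpin DNA probe; 0% = median of test compound wells and 100% = reference inhibitor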
HGIII-sPLA2 inh – Inhibits HGIII-sPLA2 liposome hydrolysis, primary screen; Q9NZ20; AID 743126; QFRET BODIPY PC-A2 liposome hydrolysis, fluorescence; hit rate 0.56% among 370,000; inhibition, % at 12.2 µM;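 active = inhibition above mean plus 3 SD of compounds lying within the high and low control bounds, cut at about 19% in these data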;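 note: 0% = median of test compound wells and 100% = no enzyme DMSO wells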
KLK7 zymogen act – activates the human kallikrein-7 zymogen; purified proKLK7, EDANS-DABCYL substrate fluorescence; 100% is mature enzyme control, 0% vehicle; activation, % at 7 µM; hit rate 0.9% among 370,000; AID 652039;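 active = activation above the mean of all tested compounds plus 3 SD, computed per campaign excluding outliers beyond control limits, cut at about 13% in these data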
Target sequence (P49862 whole entry, looked up): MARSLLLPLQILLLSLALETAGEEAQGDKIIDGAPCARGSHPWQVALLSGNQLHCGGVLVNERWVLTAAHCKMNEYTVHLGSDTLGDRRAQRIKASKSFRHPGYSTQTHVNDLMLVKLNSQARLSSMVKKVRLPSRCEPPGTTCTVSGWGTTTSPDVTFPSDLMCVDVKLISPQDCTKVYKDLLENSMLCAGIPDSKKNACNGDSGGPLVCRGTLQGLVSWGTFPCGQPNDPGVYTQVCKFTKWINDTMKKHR
PLCb3 inh – PLC-beta3 (human) inhibition, primary screen; hit rate 0.18% among 370,000; inhibition, % at 12.2 µM; Purified PLC-beta3, fluorogenic substrate, fluorescence; in the data active = inhibition above about 11%;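 note: 0% = median of compound wells on plate and 100% = full blocker control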
ASAP1 inh – ASAP1 ArfGAP inhibition | Q9ULH1 | ASAP1-stimulated ARF1 GTP hydrolysis, GDP FP detection | inhibition, % at 16.5 µM | hit rate 0.19% among 360,000; in the data active = inhibition above about 25%;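 note: 0% = vehicle with enzyme and substrate and 100% = no enzyme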
* marks the source's active call; other numbers are inactive results; . = no result given. Not a hit list; about 4.5% have a hit in one of these screens.

SMILES	DDE Tn6 FP inh	ARFGAP1 inh	PLC-gamma1 inh	NR1D1 modulator	DDE Tn7 FP inh	UHRF1 binding	HGIII-sPLA2 inh	KLK7 zymogen act	PLCb3 inh	ASAP1 inh
O=C(CCOc1ccccc1)Nc1ccc(Br)cc1	2.9	4.7	3.1	-7.7	-3.4	3.0	-4.9	0.0	-0.2	2.4
Cc1ccc(S(=O)(=O)N2CCC(C(=O)OCC(=O)NCc3ccco3)CC2)cc1C	-3.8	-11.8	0.2	-3.9	-3.9	0.3	-6.2	0.1	1.7	-15.9
CC(C)NC(=O)COc1ccc(S(=O)(=O)N(C)Cc2ccccc2)cc1	3.1	-6.7	1.9	0.6	9.4	1.9	5.3	0.0	-0.7	-10.5
CCCCCCN(C(=O)CCCCCN1C(=O)NC(c2ccc(Cl)cc2)C(C(=O)OCc2ccccc2)=C1C)C(C(=O)NCCCC)c1ccc(OCC(=O)OC)c(C(=O)OC)c1 (centres undefined)	10.8	-1.5	-1.6	-2.7	-3.8	0.8	-11.4	-1.2	4.8	10.2
O=C1CCCN1C(=O)COc1cc(F)ccc1[N+](=O)[O-]	-0.1	7.8	2.6	1.6	-0.6	4.1	-2.3	0.3	1.4	5.2
CC(C)c1nc2oc3c(N(C)CCO)ncnc3c2c2c1CCC2	3.1	3.6	-8.1	1.2	4.3	0.0	7.9	0.1	-14.1	-10.9
CCOC(CNC(=O)C1CCN(S(=O)(=O)c2ccc3nc4c(c(C(=O)O)c3c2)CC(C)CC4)CC1)OCC (centres undefined)	3.1	0.1	-19.4	-4.3	6.3	-1.1	-6.0	0.6	-33.6	6.9
CCNC(=O)C1(C)CCCN(Cc2cccc3c2OCCO3)C1 (centres undefined)	6.3	-1.4	2.6	-2.9	-1.1	-0.7	-6.7	0.5	4.9	-0.8
O=C(NCC(c1ccco1)N1CCOCC1)c1ccc([N+](=O)[O-])cc1 (centres undefined)	-2.7	-3.4	3.0	-1.5	-3.4	1.8	10.1	-0.3	-4.9	-4.5
Cc1c(C(=O)N(C)C2CC(C)(C)NC(C)(C)C2)oc2c(F)cccc12	0.2	5.8	4.3	1.1	1.2	-0.2	-3.5	-0.1	-4.6	5.3
CCOC(=O)C(C)(C)C(=O)C(C)(C)C(O)c1ccccn1 (centres undefined)	5.5	-13.9	-1.2	0.1	-1.5	-1.5	-1.7	0.0	-1.1	-11.3
CC(C)C(C)(C#N)NC(=O)CSc1nnc(C(F)(F)F)n1C (centres undefined)	-2.9	4.8	-0.9	0.4	-4.0	-1.0	-0.9	-0.2	-0.9	4.5
Cc1nonc1NC(=O)Nc1cccnc1	-4.4	10.7	0.3	.	-5.8	0.3	-2.3	0.1	0.2	-1.4
O=C(NC(c1ccccc1)c1ccc2ccccc2n1)C1CCN(CCOc2ccc(Cl)cc2Cl)CC1 (centres undefined)	5.6	3.3	-1.9	1.0	0.0	-1.7	-25.5	0.5	-1.1	3.5
Cc1ccc(OCCNC(=O)CNC(=O)c2ccccc2Cl)cc1	6.8	-18.1	0.6	9.8	3.4	-1.3	-0.7	0.8	-3.7	-8.1
Cc1ccc(C(=O)Nc2ccc(F)c(S(=O)(=O)N3CCOCC3)c2)s1	3.7	1.4	-2.0	3.5	0.2	3.2	-5.1	-0.1	-2.1	10.7
Cc1ccc(SCCC(=O)NCc2ccncc2)cc1	-9.4	-7.0	2.5	-6.2	-1.6	-1.6	-4.3	0.5	1.9	-9.8
O=C1CCc2cc(S(=O)(=O)N3CCN(c4ccc(F)cc4)CC3)cc3c2N1CC3	4.1	-7.8	1.6	-2.7	-0.6	-0.1	6.2	0.3	-4.2	-15.5
N#Cc1c(-c2ccc(F)cc2)cc(-c2cccs2)nc1SCC(=O)O	-1.0	7.4	-29.5	-3.3	-2.3	-4.2	-17.6	1.1	-48.7	0.6
CC[C@]12c3[nH]c4ccc(OC)cc4c3CCN1C(=O)C(CC(=O)NCCCN(C)C)C[C@@H]2C(=O)N1CCN(C(=O)C2CC2)CC1 (some centres undefined)	4.1	-6.7	0.8	6.0	-1.4	-0.7	17.6	0.1	0.1	4.9
CCN(CC)S(=O)(=O)c1ccc(N2CCOCC2)c(NS(=O)(=O)c2ccc(C)cc2)c1	5.5	19.2	3.7	-1.6	-6.5	-2.5	-4.7	0.2	2.8	-7.7
Cc1nn(CSc2c(F)c(F)c(F)c(F)c2F)c(C)c1[N+](=O)[O-]	3.8	8.9	4.1	-2.1	2.6	2.1	15.9	-0.5	-6.1	0.8
CC12CCC(C(=O)NCCN3CCCCC3)(CC1=O)C2(C)C (centres undefined)	6.3	7.3	-0.2	2.0	2.3	-0.8	1.7	-0.8	2.7	-4.1
COc1ccccc1Cn1c(C)c(C(=O)NCc2cccc(C)c2)sc1=O	-2.1	4.4	0.2	-2.5	1.1	1.4	-2.0	0.4	1.4	3.7
Cc1ccc(NC(=O)CCC(=O)OCC(F)(F)C(F)F)cc1	5.3	17.9	4.9	-1.3	2.2	2.8	8.3	0.4	-2.0	7.6
COCCNC(=O)C(OC(=O)c1ccco1)c1ccccc1OC (centres undefined)	0.8	2.8	8.7	-0.3	-3.4	7.8	6.9	0.1	-0.8	-4.4
CC1=C(CC(=O)c2ccc(Cl)cc2)C(=O)c2ccccc2C1=O	4.3	0.2	-2.4	10.6	1.6	-7.1	-9.2	-0.5	0.2	-9.7
COc1ccc(OC)c(NC(=O)/C=C/c2ccc(S(=O)(=O)N3CCOCC3)cc2)c1	-0.5	4.2	2.5	3.5	7.0	-0.5	-7.3	-0.2	-3.4	-9.9
CCCC(c1nnnn1C(C)(C)C)N1CCN(c2ccccc2)CC1 (centres undefined)	-1.4	9.2	0.8	2.8	-1.9	-1.9	-2.1	0.6	7.1	2.4
Cc1cccc(NC(=O)CS(=O)(=O)c2c[nH]c3ccccc23)c1C	-3.2	-17.1	-0.4	-1.5	5.1	1.9	-11.8	-0.3	-0.7	2.4
Cc1ccc(OC(C)C(=O)N(C)c2ccccc2)c([N+](=O)[O-])n1 (centres undefined)	-7.7	-8.5	0.1	-5.2	-2.2	1.2	7.2	-0.3	-5.1	-0.5
C[C@H](N)c1nnc(SCc2c(Cl)cccc2Cl)o1	-6.4	2.3	-2.6	-6.6	-1.3	-0.9	8.6	-0.2	3.1	-7.6
Cc1ccc(C2c3c(n[nH]c3C)C(=O)N2Cc2ccccc2)cc1 (centres undefined)	-2.9	-4.5	0.4	1.6	1.5	0.9	-5.2	-0.1	1.3	-0.4
COc1ccc(/C=C(\NC(=O)c2ccccc2)C(=O)NCc2cccnc2)cc1	4.1	10.3	3.8	-2.7	-0.8	-2.2	1.3	0.0	-5.1	0.3
O=C(Nc1cccc(-n2cnnn2)c1)c1cccc(Cl)c1	-7.2	0.1	-1.4	-2.6	-0.2	0.7	0.0	-0.6	-8.0	4.6
O=C(CC1SC(=Nc2ccc(OC(F)F)cc2)N(CCN2CCOCC2)C1=O)Nc1ccccc1 (centres undefined)	-4.1	-4.9	0.1	-1.1	5.8	2.8	-23.4	0.8	-8.8	12.3
O=S(=O)(c1ccccc1)N(CC1CO1)c1cc(Cl)ccc1Cl (centres undefined)	8.8	-6.8	-0.9	2.4	-4.4	-1.0	7.7	-0.1	-5.7	4.0
Cc1cc(C)cc(NC(=O)N2CCC(c3nc4ccc(Cl)cc4[nH]3)CC2)c1	4.3	.	0.3	0.6	-4.1	-1.1	-10.7	-0.4	-1.5	.
O=C(c1ccoc1)N1CCN(c2cc(-c3ccccc3)nc3cc(-c4ccccc4)nn23)CC1	6.6	0.4	-142.2	-2.8	-2.9	-2.3	4.8	-97.6	-221.9	2.8
CN(C)S(=O)(=O)c1ccc(Cl)c(C(=O)OCC(=O)c2ccco2)c1	-8.6	4.7	4.1	9.3	4.4	3.5	11.8	-0.1	1.2	10.2
Cc1c(C=NNc2ccccc2)[nH]c(=O)[nH]c1=O	-6.0	4.3	4.0	-8.3	-0.3	-10.9	-0.3	-0.5	6.3	0.1
COc1cc(-c2nc(CN(C)C(C)c3ccncn3)c(C)o2)ccc1F (centres undefined)	-3.7	-5.2	-1.8	-5.3	1.5	-0.8	3.5	0.0	-5.6	15.6
COc1ccc(S(=O)(=O)n2cccc2)cc1OC	2.1	3.2	-1.8	-5.8	-0.6	2.0	10.2	-0.8	-7.0	-6.0
Cc1ccc2c(Cl)cc(Cl)c(OCC(=O)NC(C)(C)C)c2n1	1.3	-7.7	-5.4	3.2	5.3	-0.3	3.1	-0.1	-17.0	-12.0
COc1ccc2c(c1)C=C(CN1CCN(Cc3ccccc3C)C(CCO)C1)CO2 (centres undefined)	-1.4	2.0	-8.0	1.0	3.6	-2.1	-2.1	0.9	-18.4	5.8
O=C(COC(=O)c1cccc(F)c1)Nc1ccc(Cl)cn1	2.5	-3.0	-0.5	3.6	3.9	4.8	0.4	-0.6	4.4	-9.7
Cc1ccc(C(=O)CC2(O)C(=O)N(Cc3ccc4c(c3)OCO4)c3ccccc32)cc1 (centres undefined)	-0.9	-8.9	1.2	5.7	-1.4	11.7	-18.8	0.2	-0.7	13.6
O=C(OCc1ccccc1)N1CCC2CC1c1cc(/C=C/CCCSc3ncccn3)ccc12 (centres undefined)	-10.5	-5.0	2.7	4.1	-8.8	2.3	-1.3	0.7	1.4	5.6
O=P1(c2ccccc2)C=Cn2c1cc1c2CCCC1 (centres undefined)	4.3	-11.9	-6.2	-1.6	1.3	-1.8	-0.8	0.6	-6.8	-5.7
COc1cc2c(cc1OC)C(=Cc1ccc(N(C)C)cc1)C=C2	0.9	9.4	-6.7	-1.9	-3.1	-4.7	-10.4	0.8	-10.4	10.2
Cc1ccc(C)c(Cn2nnc3c(=O)[nH]c(C4CCCN(S(=O)(=O)Cc5ccccc5)C4)nc32)c1 (centres undefined)	1.7	8.6	4.2	2.8	-4.5	-2.0	-1.6	1.0	1.3	1.9
COc1ccccc1C(=O)Nc1ccccc1SC	10.3	6.5	0.4	-3.8	6.0	0.2	-1.1	-0.2	-0.8	2.1

An excerpt from above in order of their number in KLK7 zymogen act, smallest number first:
SMILES	DDE Tn6 FP inh	ARFGAP1 inh	PLC-gamma1 inh	NR1D1 modulator	DDE Tn7 FP inh	UHRF1 binding	HGIII-sPLA2 inh	KLK7 zymogen act	PLCb3 inh	ASAP1 inh
O=C(COC(=O)c1cccc(F)c1)Nc1ccc(Cl)cn1	2.5	-3.0	-0.5	3.6	3.9	4.8	0.4	-0.6	4.4	-9.7
COc1ccccc1C(=O)Nc1ccccc1SC	10.3	6.5	0.4	-3.8	6.0	0.2	-1.1	-0.2	-0.8	2.1
O=P1(c2ccccc2)C=Cn2c1cc1c2CCCC1 (centres undefined)	4.3	-11.9	-6.2	-1.6	1.3	-1.8	-0.8	0.6	-6.8	-5.7
